# Screening data: PubChem, several laboratories
# PrPC surface inh = reduces human prion protein on the cell surface; cell surface PrPC, TR-FRET read-out; inhibition, % at 13.8 µM; hit rate 0.43% among 370,000; AID 720596; in the data active = inhibition above about 24%; also: 0% = median of the test wells and 100% = reference compound wells
# BoNT A protease = BoNT A light chain protease inhibition. AID 588499. hit rate 0.17% among 360,000. inhibition, % at 10 µM. multiplex microsphere protease substrate cleavage, flow cytometry; also: plate controls were buffer without enzyme for full effect and enzyme alone for no effect
# Vc quorum ag = induces V. cholerae light production without autoinducers | AID 588436 | activation, % at 18.7 µM | V. cholerae BH1578 lux reporter, luminescence, 6 h | hit rate 0.16% among 350,000; in the data active = activation mostly above about 9.7%, no sharp cut-off; also: not every result past the cut was called active; inactives centre near 0; reference of the scale not given here
# Y pestis TopoI = Y. pestis Topo-I inhibition via cleavage products; Y. pestis Topo-I cleavage product accumulation, plate reader; activity, % at 10 µM; hit rate 0.064% among 360,000; AID 504884; in the data active = activity above about 50%, passing the limit was not always enough; also: inactives centre near 2
# PriA SSB inh = K. pneumoniae PriA-SSBct interaction inhibition; AlphaScreen SSBct-PriA binding, biotinylated peptide; inhibition, % at 33 µM; hit rate 0.6% among 430,000; AID 1272365; in the data active = inhibition mostly above about 37%, no sharp cut-off; inactive = mostly below about 20%;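 also: plate controls were negative control peptide for no effect and reference peptide for full effect; strong numbers were not always called active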
# PfHsp40 rescue = compounds rescuing yeast from Plasmodium falciparum HSP40 toxicity; S. cerevisiae expressing PfHsp40, growth rescue, ATP luminescence; growth rescue, % at 12.5 µM; hit rate 0.68% among 340,000; in the data active = growth rescue above about 28%, passing the limit was not always enough;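 also: yeast W303a lacking pdr1 and pdr3 grown in galactose medium; growth measured after three days at 30 °C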
# TcdB GH inh = inhibitors of Clostridioides difficile toxin B glycohydrolase; TcdB glycohydrolase enzymatic assay, plate reader; inhibition, % at 9.99 µM; P18177; hit rate 0.24% among 350,000; in the data active = inhibition above about 10%
# Target sequence (P18177 whole entry, looked up): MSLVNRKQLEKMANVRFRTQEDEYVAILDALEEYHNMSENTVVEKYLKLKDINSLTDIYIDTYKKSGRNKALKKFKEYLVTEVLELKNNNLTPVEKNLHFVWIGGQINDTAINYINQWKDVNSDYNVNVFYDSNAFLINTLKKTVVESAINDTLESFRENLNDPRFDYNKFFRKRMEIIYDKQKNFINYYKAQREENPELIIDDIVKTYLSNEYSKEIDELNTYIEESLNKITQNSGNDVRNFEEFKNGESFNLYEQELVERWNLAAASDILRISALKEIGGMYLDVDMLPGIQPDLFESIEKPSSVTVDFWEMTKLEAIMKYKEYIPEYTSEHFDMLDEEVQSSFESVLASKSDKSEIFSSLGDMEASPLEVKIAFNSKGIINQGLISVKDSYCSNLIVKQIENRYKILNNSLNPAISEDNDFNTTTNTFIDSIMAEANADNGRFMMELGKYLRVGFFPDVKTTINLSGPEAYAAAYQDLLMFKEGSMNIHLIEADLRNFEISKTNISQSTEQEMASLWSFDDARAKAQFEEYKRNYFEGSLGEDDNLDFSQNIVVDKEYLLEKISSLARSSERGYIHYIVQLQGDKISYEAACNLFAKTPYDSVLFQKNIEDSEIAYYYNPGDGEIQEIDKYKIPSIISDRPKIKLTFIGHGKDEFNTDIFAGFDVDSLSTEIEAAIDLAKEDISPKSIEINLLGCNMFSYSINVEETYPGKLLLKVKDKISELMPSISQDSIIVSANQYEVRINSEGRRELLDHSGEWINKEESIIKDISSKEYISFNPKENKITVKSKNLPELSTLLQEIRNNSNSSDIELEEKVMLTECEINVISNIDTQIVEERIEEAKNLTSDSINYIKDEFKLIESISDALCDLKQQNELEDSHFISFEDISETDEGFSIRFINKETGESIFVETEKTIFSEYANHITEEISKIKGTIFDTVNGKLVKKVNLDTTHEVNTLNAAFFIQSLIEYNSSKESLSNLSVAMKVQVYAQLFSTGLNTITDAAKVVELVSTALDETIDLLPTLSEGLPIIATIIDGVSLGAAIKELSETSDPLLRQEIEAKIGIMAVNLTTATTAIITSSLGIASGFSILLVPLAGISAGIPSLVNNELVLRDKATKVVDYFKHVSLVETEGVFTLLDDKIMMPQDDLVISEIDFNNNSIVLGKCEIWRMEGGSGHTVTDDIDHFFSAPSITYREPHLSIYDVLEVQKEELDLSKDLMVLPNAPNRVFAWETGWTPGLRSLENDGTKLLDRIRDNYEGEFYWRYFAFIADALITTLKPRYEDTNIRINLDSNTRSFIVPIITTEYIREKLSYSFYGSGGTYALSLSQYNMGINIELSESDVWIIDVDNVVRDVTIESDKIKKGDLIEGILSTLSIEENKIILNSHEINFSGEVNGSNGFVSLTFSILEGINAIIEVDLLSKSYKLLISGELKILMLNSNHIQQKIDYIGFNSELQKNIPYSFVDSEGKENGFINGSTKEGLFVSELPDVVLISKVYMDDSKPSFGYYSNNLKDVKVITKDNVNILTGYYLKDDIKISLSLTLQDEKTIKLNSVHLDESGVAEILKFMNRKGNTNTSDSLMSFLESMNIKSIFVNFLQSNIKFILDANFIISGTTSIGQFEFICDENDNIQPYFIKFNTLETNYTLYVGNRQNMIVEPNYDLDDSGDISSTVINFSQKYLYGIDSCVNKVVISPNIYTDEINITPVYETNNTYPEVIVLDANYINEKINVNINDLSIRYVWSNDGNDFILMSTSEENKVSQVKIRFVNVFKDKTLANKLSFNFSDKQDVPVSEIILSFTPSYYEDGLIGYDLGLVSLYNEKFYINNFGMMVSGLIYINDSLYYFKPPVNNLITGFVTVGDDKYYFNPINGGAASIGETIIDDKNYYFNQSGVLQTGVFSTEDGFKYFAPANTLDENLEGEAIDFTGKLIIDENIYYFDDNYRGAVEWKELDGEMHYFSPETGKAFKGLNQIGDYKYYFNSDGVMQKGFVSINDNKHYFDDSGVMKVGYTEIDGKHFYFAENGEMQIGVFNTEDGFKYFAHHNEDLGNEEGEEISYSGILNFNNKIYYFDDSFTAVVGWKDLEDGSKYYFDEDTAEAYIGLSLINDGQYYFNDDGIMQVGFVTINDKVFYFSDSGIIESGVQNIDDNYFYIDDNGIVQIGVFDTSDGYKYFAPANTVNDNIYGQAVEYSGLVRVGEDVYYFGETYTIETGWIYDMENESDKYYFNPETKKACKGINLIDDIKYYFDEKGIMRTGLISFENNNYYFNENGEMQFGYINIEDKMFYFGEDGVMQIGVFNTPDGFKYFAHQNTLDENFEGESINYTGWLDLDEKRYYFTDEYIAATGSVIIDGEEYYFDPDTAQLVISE
# Anthrax LF inh2 = anthrax lethal factor protease inhibition. inhibition, % at 10 µM. hit rate 0.12% among 360,000. AID 588501. multiplex microsphere protease cleavage assay, LF. P15917; also: plate controls were buffer without enzyme for full effect and enzyme alone for no effect
# 3CLpro inhibitor = SARS-CoV 3CLpro protease inhibition. P0C6X7. recombinant SARS-CoV 3CLpro, quenched FRET peptide cleavage. inhibition, % at 6 µM. hit rate 0.14% among 290,000. AID 1706; in the data active = inhibition above about 12%
# An asterisk follows results filed as active; i = inactive; . = not tested or not shown; & = joins results of further samples. Rule as the data show it, unless noted: active = inhibition above about 30%; inconclusive = no clear call, values can overlap the other calls; inactive = below that. An excerpt. The share of hits here may be higher or lower than overall.
SMILES,PrPC surface inh,BoNT A protease,Vc quorum ag,Y pestis TopoI,PriA SSB inh,PfHsp40 rescue,TcdB GH inh,Anthrax LF inh2,3CLpro inhibitor
CSCC[C@H](NC(=O)c1cc2c([nH]c3ccccc32)c(-c2ccccc2)n1)C(=O)O,1,-2.8,i,19,5,1.0,-1.3,12,-1
Cc1ccc(NC(=O)CN(C)C(=O)c2ccc(-n3cncn3)c([N+](=O)[O-])c2)cc1,-31,-1.8,i,2,10,-0.3,1.4,-2,.
Cc1cccc(C(=O)NC2CC3CCCC(C2)N3C(=O)NC2CCCCC2)c1 (stereo not given),-4,-1.0,i,10,1,-0.4,.,5,-4
Cc1ccc(/C=C/C(=O)NCc2ccc3c(c2)OCO3)o1,-4,0.7,-0.3,11,5,-0.3,.,0,-2
Cc1nc(-c2ccccc2)sc1C(=O)CSc1ccccc1,5,1.7,7.1,42,-20,1.0,.,0,0
O=C(OCCNc1nc(-c2ccccc2)nc2ccccc12)c1cccnc1,6,-0.4,i,-12,4,-0.7,1.7,-1,0
C=CCn1cc(C(=O)NCCCN(CC)CC)c(=O)c2cc(S(=O)(=O)N3CCC(C)CC3)ccc21,2,-0.9,-0.4,3,-7,-0.3,1.3,-3,-2
CCOc1ccc2nc(/N=C/c3nc(-c4ccc(Br)cc4)oc3O)sc2c1,-2,0.7,-0.3,3,.,-1.7,.,1,-1
NS(=O)(=O)c1ccc(CNC(=O)CNC(=O)c2ccc(Br)o2)cc1,7,-0.4,-0.2,-2,-8,-1.3,0.5,-4,4
COC(=O)c1ccccc1NC(=O)CSCC(=O)Nc1ccccc1,3,0.2,-2.9,29,-12,-1.2,.,7,-1
COc1cccc(C2c3c(oc4ccccc4c3=O)C(=O)N2c2ccccn2)c1 (stereo not given),2,-0.5,-0.4,1,-5,1.1,2.0,-10,3
COc1cccc(/C=C/C(=O)NCCc2ccc3c(c2)OCCO3)c1,-3,-0.6,i,-1,-6,2.4,1.8,1,2
Fc1ccc(-n2nnc(-c3cnc4ccccc4c3)n2)cc1,-4,0.3,i,4,10,1.8,0.6,11,-3
CCOc1ccc(C(=O)CCC(=O)N2CCC(C(=O)OC)CC2)cc1,-3,1.5,i,9,-6,2.7,1.1,6,-4
Cc1ccccc1NC(=O)NCCc1ccc(Cl)cc1,5,0.3,-0.3,3,5,2.3,1.7,1,6
CC(C)(C)OC(=O)N1CCC[C@H]1c1nnc(SCc2ccc(Cl)cc2Cl)o1,8,-0.1,-0.7,30,-28,-1.1,.,1,2
C[C@H](CO)N1C[C@H](C)[C@@H](CN(C)C(=O)Nc2ccc3c(c2)OCO3)Oc2ccc(NC(=O)NC3CCCCC3)cc2C1=O,10,0.3,i,16,-6,-0.6,0.4&-1.1,-1,.
Cc1cc(=O)[nH]c(N/N=C/C(C)c2ccccc2)n1 (stereo not given),10,-0.9,-0.3,2,.,0.8,7.7,-8,-3
COC(=O)C1=C(CS(=O)(=O)c2ccccc2)NC(=O)NC1c1ccc(O)cc1 (stereo not given),3,-1.4,-0.3,4,1,-1.9,-0.1,3,5
Cc1nc2ccc(S(=O)(=O)NCC(=O)NCCc3ccc(Cl)cc3)cc2s1,4,0.7,-0.1,-2,-9,-1.1,-0.7,-2,-2
Cn1ccnc1SCC(=O)Nc1sccc1C#N,3,0.2,-0.6,0,0,0.7,.,-2,5
CCc1nnc(NC(=O)CN2C(=O)NC3(CCCC3)C2=O)s1,-2,-0.9,-2.7,2,-13,-1.2,0.2,-2,.
COc1cc(NC(=O)c2ccco2)c(OC)cc1NC(=O)Nc1cccc(Cl)c1,-2,-0.7,-0.4,-16,-4,4.8,0.3,-4,0
CCC/C(=N\NC(=O)c1ccco1)c1ccc(Cl)s1,-1,-4.1,-0.4,-2,.,0.1,2.0,2,1
CN1CCN(S(=O)(=O)c2ccc(NC(=O)COc3ccccc3Cl)cc2)CC1,6,1.9,-0.5,0,-9,-1.0,1.2,0,-1
CCCCCCN1C[C@@H](n2cc(COC(=O)c3ccccc3)nn2)[C@H](O)C[C@@H]1c1ccc(Cl)cc1,-3,0.2,-0.4,-3,.,.,0.0,-4,.
CCOC(=O)N1CCC(N2CCN(S(=O)(=O)c3ccc(NC(C)=O)cc3)CC2)CC1,15,-0.2,-0.5,1,-10,-2.3,1.0,-3,4
CCCC1NC(=O)c2cccnc2-n2c1nc1ccc(C)cc1c2=O (stereo not given),4,-0.7,-0.4,1,.,.,0.0,1,.
COC(=O)C1=CN(c2ccc(OC)cc2)C=C(C(=O)OC)C1c1ccc(C)c([N+](=O)[O-])c1,-4,0.6,-5.1,31,-8,0.4,.,0,4
CC(=O)c1c(C)n(-c2ccc(C)cc2C)c2ccc(O)cc12,3,0.0,1.2,10,-5,-0.3,-1.8,5,2
COc1ccc(-n2nnnc2SCc2nc(N)nc(N3CCOCC3)n2)cc1,2,-0.8,i,1,-16,-0.5,.,-1,0
S=C(NCC1CCCO1)Nc1ccc(Cl)cc1Cl (stereo not given),0,0.2,-0.2,5,-1,0.5,.,1,3
O=C(Cn1cnc([N+](=O)[O-])c1)Nc1ccc(Cl)cc1Cl,-9,0.0,-10,12,.,.,0.3,3,.
O=C(NCc1ccncc1)c1cccc(S(=O)(=O)Nc2ccc(F)cc2)c1,4,3.7,1.1,2,-8,-1.1,1.2,7,.
CC(C)(C)OC(=O)NCCC(=O)Oc1ccc2ccc(=O)oc2c1,.,0.3,3.6,-3,-4,-0.6,.,2,29*
CCN(C(=O)COC(=O)c1ccc(F)c(S(=O)(=O)N2CCOCC2)c1)C1CCS(=O)(=O)C1 (stereo not given),1,-1.5,i,9,-16,-1.5,-1.4,-6,2
COc1ccc(NC(=O)COC(=O)CC2CCCC2)cc1Cl,6,4.6,i,8,-18,-0.1,0.8,-1,.
COc1ccc(NC(=O)c2ccc3[nH]c(C)c(C)c3c2)cc1,7,1.3,i,-8,8,0.0,-0.4,10,-2
C/C1=C\CCC2C(/C=C(\C)CC1)OC(=O)C2CN1CCCCC1 (stereo not given),1,-1.1,i,10,.,0.6,0.8,-6,0
O=C(Oc1cccc2cccnc12)c1cccc(-n2cnnn2)c1,-4,0.0,-0.3,-3,-14,-1.3,.,0,0
N#CC1=C(N)C2=CCCC[C@H]2[C@H](c2ccc(Br)cc2)C1(C#N)C#N,.,1.5,-0.3,-4,-5,1.0,.,0,0
NCCCNc1ccc([N+](=O)[O-])cc1C(F)(F)F,-13,0.0,i,3,-3,-1.3,2.4,-3,0
COc1ccccc1N=Nc1c(C)[nH][nH]c1=O,-14,-2.6,i,3,2,-1.3,1.1,-12,2
COc1ccc(C(=O)NCCN2CCOCC2)cc1S(=O)(=O)Nc1ccc(C)cc1,-1,-0.5,i,0,-3,0.5,1.7,-11,.
COc1c(C)cc(C(=O)C2CCCN(Cc3cccc4nccnc34)C2)cc1C (stereo not given),-8,0.1,-0.3,17,4,2.2,0.6,-3,3
Cc1ccccc1NC(=O)c1cccc(S(=O)(=O)N2CCOCC2)c1,1,0.4,-0.2,3,-8,-0.6,0.3,9,2
CCC(C)NS(=O)(=O)c1ccc(-c2csnn2)s1 (stereo not given),8,-0.9,i,-3,-8,0.1,.,0,-5
CC(C)c1ccc(NC(=O)c2cccc(Br)c2)cc1,0,0.3,-0.6,1,-12,0.0,0.7,3,-3
COCCNC(=O)C1(C)CCCN(C(=O)c2ccccc2OC)C1 (stereo not given),-3,0.2,-0.2,-5,.,.,0.0,-1,.
O=C(CNC(=O)c1ccc(Br)o1)OCC(=O)c1cccc([N+](=O)[O-])c1,-10,0.7,-1.5,5,-6,-1.2,-1.4,-2,-1
# (further entries)
SMILES,PrPC surface inh,BoNT A protease,Vc quorum ag,Y pestis TopoI,PriA SSB inh,PfHsp40 rescue,TcdB GH inh,Anthrax LF inh2,3CLpro inhibitor
COc1ccc(/C=C2\SC(=S)N(CCC(=O)Nc3ccc(C(=O)O)cc3)C2=O)cc1OC,.,-4.5,-8.3,-1,-2,-0.7,.,-2,-2
COc1cccc(OC)c1C(=O)N1CCN(c2ccccn2)CC1,2,-1.1,-0.4,-9,-9,-0.1,0.7,-4,-5
CC(=O)c1cccc(OCC(=O)Nc2cc(S(=O)(=O)N3CCOCC3)ccc2N2CCCC2)c1,8,-4.1,i,15,-3,.,1.7,0,.
O=C(COC(=O)c1cccnc1Cl)NCCC1=CCCCC1,3,0.8,0.9,5,-22,-1.4,-1.4,-6,7
Cc1c(CC(=O)O)c(=O)oc2cc(OCc3ccc(Cl)cc3)ccc12,9,1.2,i,4,3,-1.5,0.9,5,4
C=CCNc1nc(NCCOc2ccccc2Cl)c2sc(-c3ccccc3)cc2n1,6,1.9,-0.5,-5,.,.,-0.1,0,.
O=C(CNc1ccc(F)cc1)N/N=C1\CCc2ccccc21,3,0.8,-0.3,2,.,0.3,-1.1,8,2
O=C(Nc1cccc2cccnc12)c1cccc(Cl)c1,1,-2.6,-2.4,1,-96,0.9,2.0,-2,-6
Cc1cc(C)c2nc(N3CCCN(C(=O)c4cnccn4)CC3)c(C#N)cc2c1,-16,4.8,.,17,3,1.2,.,-2,5
Clc1ccc(SCNc2ccccc2Cl)cc1,0,-1.0,-0.5,6,-7,0.2,-0.2,-8,-5

# Quoted from the listing for reference:
SMILES,PrPC surface inh,BoNT A protease,Vc quorum ag,Y pestis TopoI,PriA SSB inh,PfHsp40 rescue,TcdB GH inh,Anthrax LF inh2,3CLpro inhibitor
CC(C)c1ccc(NC(=O)c2cccc(Br)c2)cc1,0,0.3,-0.6,1,-12,0.0,0.7,3,-3
COCCNC(=O)C1(C)CCCN(C(=O)c2ccccc2OC)C1 (stereo not given),-3,0.2,-0.2,-5,.,.,0.0,-1,.
O=C(CNC(=O)c1ccc(Br)o1)OCC(=O)c1cccc([N+](=O)[O-])c1,-10,0.7,-1.5,5,-6,-1.2,-1.4,-2,-1
COc1ccc(/C=C2\SC(=S)N(CCC(=O)Nc3ccc(C(=O)O)cc3)C2=O)cc1OC,.,-4.5,-8.3,-1,-2,-0.7,.,-2,-2
COc1cccc(OC)c1C(=O)N1CCN(c2ccccn2)CC1,2,-1.1,-0.4,-9,-9,-0.1,0.7,-4,-5
CC(=O)c1cccc(OCC(=O)Nc2cc(S(=O)(=O)N3CCOCC3)ccc2N2CCCC2)c1,8,-4.1,i,15,-3,.,1.7,0,.
O=C(COC(=O)c1cccnc1Cl)NCCC1=CCCCC1,3,0.8,0.9,5,-22,-1.4,-1.4,-6,7
Cc1c(CC(=O)O)c(=O)oc2cc(OCc3ccc(Cl)cc3)ccc12,9,1.2,i,4,3,-1.5,0.9,5,4
C=CCNc1nc(NCCOc2ccccc2Cl)c2sc(-c3ccccc3)cc2n1,6,1.9,-0.5,-5,.,.,-0.1,0,.
O=C(CNc1ccc(F)cc1)N/N=C1\CCc2ccccc21,3,0.8,-0.3,2,.,0.3,-1.1,8,2
O=C(Nc1cccc2cccnc12)c1cccc(Cl)c1,1,-2.6,-2.4,1,-96,0.9,2.0,-2,-6
Cc1cc(C)c2nc(N3CCCN(C(=O)c4cnccn4)CC3)c(C#N)cc2c1,-16,4.8,.,17,3,1.2,.,-2,5
Clc1ccc(SCNc2ccccc2Cl)cc1,0,-1.0,-0.5,6,-7,0.2,-0.2,-8,-5

# Next part.
SMILES,PrPC surface inh,BoNT A protease,Vc quorum ag,Y pestis TopoI,PriA SSB inh,PfHsp40 rescue,TcdB GH inh,Anthrax LF inh2,3CLpro inhibitor
COc1ccc(-n2nc(C)c3onc(C)c3c2=O)cc1,-2,0.1,i,-11,-19,.,0.8,-10,0
O=C(/C=C/c1cccs1)c1ccc(Br)cc1,4,0.8,.,13,1,1.0,.,-1,-4
COc1ccccc1CCC(=O)N(CCC1=CCCCC1)c1c(N)n(Cc2ccccc2)c(=O)[nH]c1=O,-4,1.9,i,23,6,-0.6,2.1,3,.
COc1ccc(OC)c(N(CC(=O)NC2CCCC2)S(=O)(=O)c2ccc(OC)c(OC)c2)c1,-6,-2.8,-0.6,5,4,0.8,2.3,-9,0
COc1cccc(CNC(=O)C(CC(C)C)NC(=O)c2ccccc2C)c1 (stereo not given),7,2.2,-0.5,-6,-11,-2.7,-0.2,17,-7
